# Dengue-2 NS5 capping: flavivirus cap methylation enzyme inhibition – biochemical, confirmation dose response, primary screen (AID 588689) | Dengue-2 NS5 methyltransferase capping enzyme assay, biochemical; higher % means a stronger effect | 340,000 compounds, 0.3% hits | inhibition, % at 25 µM; hits with a dose series show IC50 in µM; in the data active means a potency from the dose series
# AID2073: disruptors of CaV2.2 binding to Mint1 – biochemical, HTRF (AID 2073). HTRF protein-protein interaction, Mint1-CaV2.2; higher % means a stronger effect. inhibition, % at 20 µM; hits with a dose series show IC50 in µM. 290,000 compounds, 0.19% hits; in the data active means inhibition mostly above about 51%, no sharp cut-off; further: some results filed as inactive read as strong as hits
# SIAH1 antagonists: Siah-1 peptide-binding antagonists, primary screen, biochemical, fluorescence polarization, rhodamine-plectin, uHTS (AID 1817); 290,000 compounds, 0.02% hits; displacement, % at 20 µM; hits with a dose series show IC50 in µM; Siah-1 / rhodamine-plectin peptide fluorescence polarization; higher % means a stronger effect;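 active means displacement of at least 50% at 20 µM, with a fluorescence ratio check between 0.3 and a set limit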;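 further: plate controls were Siah plus tracer with DMSO for no effect and tracer alone without Siah for full effect; strong numbers were not always called active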
# GPR55 activation: selective activators of receptor GPR55 – imaging, U2OS cells, beta-arrestin-GFP redistribution, primary screen (AID 1961); 290,000 compounds, 0.048% hits; one-dose activation, % at 10 µM; EC50 in µM for titrated hits; U2OS GPR55 beta-arrestin-GFP redistribution imaging; higher % means a stronger effect;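 active means activation above 40% with more than 50 cells counted in the well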;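 further: U2OS osteosarcoma cells stably expressing GPR55 and beta-arrestin-GFP; plate controls were DMSO negative control for no effect and LPI positive control for full effect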
# GPR55 antagonists: GPR55 antagonists blocking LPI-driven arrestin recruitment, primary screen, imaging, U2OS, beta-arrestin-GFP, LPI agonist (AID 2013) | 290,000 compounds, 0.13% hits | inhibition, % at 10 µM; hits with a dose series show IC50 in µM | U2OS GPR55 beta-arrestin-GFP translocation imaging, LPI antagonism; higher % means a stronger effect;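 active means spots per cell inhibited over 60%, with over 100 cells counted and total cytoplasm intensity under 500,000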;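 further: U2OS cells stably carrying GPR55 and arrestin-GFP stimulated by 5 µM LPI near EC80; imaged beta-arrestin-GFP aggregate spots per cell after agonist stimulation; plate controls were LPI-stimulated DMSO wells for no effect and DMSO wells without LPI for full effect; some results filed as inactive read as strong as hits; confirmed hits need IC50 under 10 µM and bright autofluorescent wells are also inconclusive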
# GPR35 arrestin U2OS: inhibition of zaprinast-stimulated GPR35 beta-arrestin translocation – imaging, U2OS, beta-arrestin-GFP, zaprinast agonist, primary screen (AID 2058); 290,000 compounds, 0.052% hits; U2OS GPR35 beta-arrestin-GFP translocation imaging, zaprinast antagonism; higher % means a stronger effect; one-dose inhibition, % at 10 µM; IC50 in µM for titrated hits;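 active means inhibition of at least 50% with at least 30 cells and total cytoplasm GFP at most 10,000,000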
# NTR1 agonist: agonists of NTR1, primary screen, imaging, U2OS cells, beta-arrestin-GFP, high content (AID 493036) | P30989 | NTR1-U2OS beta-arrestin-GFP spot imaging, agonist mode | activation, % at 20 µM | 330,000 compounds, 0.17% hits;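 active means activation at or above 40% of the spot to cytoplasm intensity ratio, with at least 20 cells analyzed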;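 further: 0% = DMSO without peptide and 100% = 100 nM NTR1 peptide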
# Target sequence (P30989 whole entry, looked up): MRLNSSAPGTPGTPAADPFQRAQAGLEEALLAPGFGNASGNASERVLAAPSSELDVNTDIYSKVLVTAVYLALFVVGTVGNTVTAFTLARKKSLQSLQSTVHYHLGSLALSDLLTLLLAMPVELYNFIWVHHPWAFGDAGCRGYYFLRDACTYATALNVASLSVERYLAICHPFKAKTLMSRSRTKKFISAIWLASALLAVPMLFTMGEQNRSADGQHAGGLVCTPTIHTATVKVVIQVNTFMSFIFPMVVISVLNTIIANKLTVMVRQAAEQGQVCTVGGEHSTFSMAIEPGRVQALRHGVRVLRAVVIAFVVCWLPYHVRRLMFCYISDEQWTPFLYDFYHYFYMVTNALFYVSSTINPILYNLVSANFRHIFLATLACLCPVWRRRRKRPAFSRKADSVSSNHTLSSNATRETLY
# HIV peptide binding: inhibitors of HIV fusion peptide binding, primary screen, biochemical, uHTS, fluorescence dequenching (AID 1986); cell-free peptide binding, fluorescence dequenching, 30 min; higher % means a stronger effect; one-dose inhibition, % at 20 µM; IC50 in µM for titrated hits; 290,000 compounds, 0.3% hits; in the data active means inhibition mostly above about 52%, no sharp cut-off; inactive means mostly below about 76%; further: some results filed as inactive read as strong as hits
# UTI89 phage lysis: protection from phage-mediated lysis, alamar blue read-out – E. coli UTI89, K1F phage, bacterial capsule biogenesis inhibitors (AID 488966); 340,000 compounds, 0.02% hits; inhibition, % at 100 µM, or IC50 in µM where a hit was titrated; E. coli UTI89 K1F phage lysis, alamar blue, 2 h; higher % means a stronger effect;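 active means phage lysis inhibition, versus mean bacterial control, above a set limit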;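 further: capsule biogenesis inhibitors block K1F phage lysis so surviving cells raise fluorescence; higher fluorescence means more inhibition of phage lysis; actives were called in the ten point dose series up to 300 µM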
# NTR1 agonist cell count 20 µM: further read-out of NTR1 agonist, marked with its call; cell count; measured here: cell count, cytotoxicity flag
# An asterisk follows results filed as active; i = inactive; · = no result given; [ ] = dose if it differs, or a comment.
[1] COc1ccccc1NC(=O)c1ccc(Cl)c(S(=O)(=O)N2CCCCC2)c1
[2] COC(=O)c1ccc(NC(=O)CSc2nnc(C(C)NC(=O)c3ccccc3Cl)n2C)cc1 (stereo unspecified)
[3] CSc1ccccc1OCc1cc(C(=O)N(C)C(C)c2nc(C)cs2)no1 (stereo unspecified)
[4] CC1(C)C[C@@H]2C[C@@](C)(CN2C(=O)c2cc(COc3cccc(C(F)(F)F)c3)on2)C1
[5] CCOC(=O)C1(Cc2ccccc2Cl)CCN(C(=O)CCn2ccnc2C)CC1
[6] O=S(=O)(/N=C(/Nc1ccc(Cl)cc1Cl)c1ccccc1)c1cccs1
Screen / compound no.,1,2,3,4,5,6
Dengue-2 NS5 capping,-8%,1%,-1%,-8%,5%,-8%
AID2073,4%,2%,0%,4%,-9%,11%
SIAH1 antagonists,-1%,-4%,3%,2%,1%,-4%
GPR55 activation,-0.1%,0.2%,-0.2%,-0.1%,0.2%,0.3%
GPR55 antagonists,11%,-14%,7%,24%,-7%,-7%
GPR35 arrestin U2OS,12%,4%,-5%,10%,-5%,-12%
NTR1 agonist,0.9,1.3,-0.6,8.1,0.4,0.2
NTR1 agonist cell count 20 µM,65,90,68,47,58,44
HIV peptide binding,-0.4%,-1.0%,-1.0%,1.8%,0.1%,2.1%
UTI89 phage lysis,0.1%,3.2%,1.1%[50 µM],-0.2%,-0.2%,-0.2%

[7] Cc1oc2c(C)c(O)ccc2c(=O)c1N1C(=O)c2ccccc2C1=O
[8] O=C(Nc1ccc2c(c1)OCCO2)C1CC(c2ccccc2Cl)=NO1 (stereo unspecified)
[9] NS(=O)(=O)c1ccc(CCNC(=O)c2cc3ccccc3oc2=O)cc1
[10] Cn1ccnc1C(=O)c1cc(=O)c2ccccc2o1
[11] COc1ccc(CN(C)CC(=O)NC(=O)NCc2ccccc2)cc1OC
[12] CCCn1c(SCC(N)=O)nnc1-c1ccco1
Screen / compound no.,7,8,9,10,11,12
Dengue-2 NS5 capping,-6%,-5%,·,-2%,1%,5%
AID2073,8%,22%,43%,0%,-1%,36%
SIAH1 antagonists,-7%,-4%,12%,8%,4%,0%
GPR55 activation,0.2%,0.0%,-0.1%,0.3%,-0.3%,0.1%
GPR55 antagonists,1%,-10%,-16%,12%,-6%,-6%
GPR35 arrestin U2OS,1%,-13%,7%,19%,5%,0%
NTR1 agonist,4.6,-2.3,1.9,0.0,1.6,-3.8
NTR1 agonist cell count 20 µM,33,73,61,42,82,78
HIV peptide binding,-1.6%,-1.0%,-0.8%,-1.4%,1.1%,2.6%
UTI89 phage lysis,-3.8%,0.1%,0.7%,1.0%,2.0%[50 µM],1.4%

[13] CC(C)Oc1ccc(CNC(=O)Cn2c(=O)oc3ccccc32)cc1
[14] O=C1NC(=O)/C(=C\c2ccc(OCc3cnc(Cl)s3)cc2)S1
[15] C=Cc1ccc2c(c1)N(C)C(=C)S2
[16] Oc1ccc(N2CCN(C(=S)NCCc3ccccc3)CC2)cc1
[17] Cc1ccc(C(=O)Nc2nnc(NC(=S)Nc3ccccc3)s2)cc1
[18] CCCCC1(CCCC)NC(=S)N(Nc2ccc(C)cc2)C1=O
[19] CCOC(=O)C1CCCN(CC(O)COC(c2ccccc2)c2ccccc2)C1 (stereo unspecified)
[20] COc1cc(C(=O)N2CCC(n3cnc4cc(F)ccc43)CC2)cc(OC)c1OC
Screen / compound no.,13,14,15,16,17,18,19,20
Dengue-2 NS5 capping,1%,-2%,-4%,14%,0%,-3%,4%,0%
AID2073,-1%,-14%,46%,-57%,46%,-9%,2%,2%
SIAH1 antagonists,0%,29%,-3%,9%,-10%,-5%,3%,6%
GPR55 activation,-0.1%,-0.1%,-0.3%,-0.3%,0.0%,-0.1%,-0.3%,-0.1%
GPR55 antagonists,-5%,0%,0%,4%,9%,12%,0%,11%
GPR35 arrestin U2OS,3%,-1%,1%,-4%,-1%,-3%,10%,4%
NTR1 agonist,-2.0,3.0,2.5,2.3,73*,-0.6,2.2,-0.4
NTR1 agonist cell count 20 µM,82,35,30,37,58*,48,58,98
HIV peptide binding,-2.5%,-0.9%,-2.0%,5.5%,13%,3.4%,-2.1%,-1.5%
UTI89 phage lysis,i,-0.1%,-0.7%,0.1%,0.0%,0.3%,0.2%,0.1%

# Reprinted at random: 7 compounds from above, in no set order.
[15] C=Cc1ccc2c(c1)N(C)C(=C)S2
[18] CCCCC1(CCCC)NC(=S)N(Nc2ccc(C)cc2)C1=O
[19] CCOC(=O)C1CCCN(CC(O)COC(c2ccccc2)c2ccccc2)C1 (stereo unspecified)
[20] COc1cc(C(=O)N2CCC(n3cnc4cc(F)ccc43)CC2)cc(OC)c1OC
[16] Oc1ccc(N2CCN(C(=S)NCCc3ccccc3)CC2)cc1
[14] O=C1NC(=O)/C(=C\c2ccc(OCc3cnc(Cl)s3)cc2)S1
[17] Cc1ccc(C(=O)Nc2nnc(NC(=S)Nc3ccccc3)s2)cc1
Screen / compound no.,15,18,19,20,16,14,17
Dengue-2 NS5 capping,-4%,-3%,4%,0%,14%,-2%,0%
AID2073,46%,-9%,2%,2%,-57%,-14%,46%
SIAH1 antagonists,-3%,-5%,3%,6%,9%,29%,-10%
GPR55 activation,-0.3%,-0.1%,-0.3%,-0.1%,-0.3%,-0.1%,0.0%
GPR55 antagonists,0%,12%,0%,11%,4%,0%,9%
GPR35 arrestin U2OS,1%,-3%,10%,4%,-4%,-1%,-1%
NTR1 agonist,2.5,-0.6,2.2,-0.4,2.3,3.0,73*
NTR1 agonist cell count 20 µM,30,48,58,98,37,35,58*
HIV peptide binding,-2.0%,3.4%,-2.1%,-1.5%,5.5%,-0.9%,13%
UTI89 phage lysis,-0.7%,0.3%,0.2%,0.1%,0.1%,-0.1%,0.0%

# Screening results: PubChem, several laboratories
